C1s inh – complement C1s protease inhibitors, primary screen, biochemical, 10-compound mixtures; Complement C1s subcomponent (Homo sapiens), P09871; purified C1s, fluorogenic AMC substrate, pooled mixtures; mean inhibition % of two 10-compound mixtures (active compounds read high), % at 5 µM (by protocol); 62,000 compounds, 0.16% hits;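 active = inhibition above 20% in each of the two 10-compound mixture wells holding the compound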;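 also: 0% = enzyme wells lacking compound mixture and 100% = no-enzyme blank wells; some compounds called inactive have numbers as strong as hits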
PKA kinase inh – inhibitors of human PKA kinase activity, primary screen, biochemical, ATP-depletion luminescence, Kemptide substrate; cAMP-dependent protein kinase catalytic subunit alpha (Homo sapiens), P17612; PKA Kemptide phosphorylation, Kinase-Glo ATP luminescence; 65,000 compounds, 0.1% hits; inhibition, % at 6 µM; AID 524, 2006;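 active = inhibition above the screen-wide mean inhibition plus 3 SD, cut at about 21% in these data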; also: many of its hits are not listed in these tables
CatL block – inhibitors of human cathepsin L, biochemical; purified cathepsin L, fluorogenic substrate, fluorescence; inhibition, %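 (tested at 10 µM)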; 58,000 compounds, 0.17% hits; in the data active = inhibition above about 45%;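 also: 0% = enzyme with no compound and 100% = no enzyme blank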
ROCK2 inh – inhibitors of human ROCK2 kinase, primary screen, biochemical, high-throughput, luminescence. 60,000 compounds, 0.35% hits. AID 604, 2007. inhibition, % at 6 µM. Rho-associated protein kinase 2 (Homo sapiens), O75116. purified ROCK2, Kinase-Glo ATP depletion luminescence;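 active = inhibition above the screen-wide mean inhibition plus 3 SD, cut at about 18% in these data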;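 also: plate controls were DMSO wells for no effect and Y-27632 control wells after no-enzyme background subtraction for full effect; many of its hits are not listed in these tables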
Target sequence (O75116 whole entry, looked up): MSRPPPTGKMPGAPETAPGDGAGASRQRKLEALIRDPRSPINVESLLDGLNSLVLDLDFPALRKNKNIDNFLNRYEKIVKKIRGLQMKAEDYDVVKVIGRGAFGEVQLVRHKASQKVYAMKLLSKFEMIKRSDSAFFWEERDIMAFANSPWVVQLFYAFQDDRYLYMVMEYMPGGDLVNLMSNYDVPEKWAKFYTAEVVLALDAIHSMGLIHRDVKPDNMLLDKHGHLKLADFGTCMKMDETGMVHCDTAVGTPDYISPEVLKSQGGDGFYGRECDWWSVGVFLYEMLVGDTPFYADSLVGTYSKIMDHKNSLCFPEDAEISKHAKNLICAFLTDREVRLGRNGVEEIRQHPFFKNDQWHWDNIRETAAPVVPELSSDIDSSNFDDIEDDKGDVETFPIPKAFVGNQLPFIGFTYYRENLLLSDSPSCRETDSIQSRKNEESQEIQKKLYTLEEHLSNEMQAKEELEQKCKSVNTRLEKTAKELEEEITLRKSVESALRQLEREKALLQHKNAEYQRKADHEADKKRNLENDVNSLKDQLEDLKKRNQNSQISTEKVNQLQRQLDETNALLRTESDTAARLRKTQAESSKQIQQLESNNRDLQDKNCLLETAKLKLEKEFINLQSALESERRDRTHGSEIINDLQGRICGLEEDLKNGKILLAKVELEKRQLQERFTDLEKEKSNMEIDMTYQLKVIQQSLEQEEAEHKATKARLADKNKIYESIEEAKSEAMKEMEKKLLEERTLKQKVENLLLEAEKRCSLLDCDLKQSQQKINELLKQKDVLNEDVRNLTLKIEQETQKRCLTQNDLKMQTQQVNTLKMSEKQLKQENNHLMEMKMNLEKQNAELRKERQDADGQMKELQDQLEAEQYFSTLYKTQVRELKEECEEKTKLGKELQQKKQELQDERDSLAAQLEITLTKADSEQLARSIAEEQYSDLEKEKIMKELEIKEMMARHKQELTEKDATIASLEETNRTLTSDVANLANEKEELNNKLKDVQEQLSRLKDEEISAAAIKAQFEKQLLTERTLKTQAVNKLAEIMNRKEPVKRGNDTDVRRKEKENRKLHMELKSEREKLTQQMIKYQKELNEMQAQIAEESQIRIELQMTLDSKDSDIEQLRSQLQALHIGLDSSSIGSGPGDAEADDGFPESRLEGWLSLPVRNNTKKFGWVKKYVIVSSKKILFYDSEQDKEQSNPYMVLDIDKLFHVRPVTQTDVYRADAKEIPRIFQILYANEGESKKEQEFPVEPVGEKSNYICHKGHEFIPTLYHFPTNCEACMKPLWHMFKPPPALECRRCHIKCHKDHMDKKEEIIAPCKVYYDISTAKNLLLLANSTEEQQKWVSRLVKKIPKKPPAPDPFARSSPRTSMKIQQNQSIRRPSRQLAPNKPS
CatS inh – inhibitors of human cathepsin S, biochemical, compound mixtures | 62,000 compounds, 0.06% hits | P25774 | AID 501, 2006 | recombinant cathepsin S, AMC dipeptide fluorescence, pooled mixtures | inhibition, %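 (tested at 5 µM per compound within 10-compound mixtures)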; in the data active = inhibition above about 32%, passing the limit was not always enough;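 also: 0% = enzyme without compound and 100% = blank without enzyme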
FXIIa mix inh – human factor XIIa inhibitors, primary screen, biochemical, pooled compound mixtures, fluorogenic substrate; Coagulation factor XII (Homo sapiens), P00748; purified FXIIa; inhibition, % at 5 µM; 62,000 compounds, 0.2% hits; AID 684, 2007;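 also: 0% = enzyme without compound and 100% = no enzyme blank; some results filed as inactive read as strong as hits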
JNK3 blocker – JNK3 kinase activity inhibitors, primary screen, biochemical, human, purified enzyme; 60,000 compounds, 0.61% hits; AID 746, 2007; HTS; Mitogen-activated protein kinase 10 (Homo sapiens), P53779; inhibition, % at 8 µM; in the data active = inhibition above about 17%;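 also: 0% = DMSO and 100% = reference inhibitor; many of its hits are not listed in these tables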
FXIa inh mix – FXIa protease inhibitors in compound pools, primary screen, biochemical, 10-compound mixtures; Coagulation factor XI (Homo sapiens), P03951; purified FXIa, fluorogenic substrate, pooled mixtures; inhibition, % at 5 µM; 62,000 compounds, 0.19% hits;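 also: each value is inhibition by a whole ten-compound pool holding the compound; 0% = enzyme with no mixture and 100% = wells lacking enzyme; strong numbers were not always called active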
CatG inh – human cathepsin G inhibitors, primary screen, biochemical, pooled compound mixtures, AMC fluorescence | P08311 | purified enzyme, AMC-tetrapeptide fluorescence | 62,000 compounds, 0.2% hits | inhibition, % at 5 µM (by protocol);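 active = inhibition above 20% in each of the two mixture wells holding the compound; inactive = inhibition of 20% or less in either well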;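 also: 0% = enzyme control without mixture and 100% = blank lacking enzyme; strong numbers were not always called active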
An asterisk follows results filed as active; / = no result given. Rule as the data show it, unless noted: active = inhibition above about 20% (passing the limit was not always enough); inactive = the rest. Compounds were not picked by outcome; 1.5% or so of the library scored in one or more.

| mol | FXIIa mix inh | CatL block | JNK3 blocker | C1s inh | ROCK2 inh | CatG inh | FXIa inh mix | CatS inh | PKA kinase inh |
| --- | --- | --- | --- | --- | --- | --- | --- | --- | --- |
| CC(NC(=O)c1ccc(S(=O)(=O)N(C)C)cc1)c1ccccc1 (centres undefined) | 3 | 13 | -4 | -83 | 9 | -5 | 2 | -6 | 9 |
| O=C(O)Cc1cc2c(s1)CCCCC2 | 12 | 5 | 4 | -2 | 7 | 0 | -1 | 10 | 7 |
| Cc1cccc(-n2ncc3c(N(C)C4CCCCC4)ncnc32)c1 | -1 | -5 | 0 | -1 | -2 | 11 | 11 | -3 | 4 |
| CCOC(=O)CSc1nnc(CNC(=O)Cc2ccccc2)n1-c1ccccc1OC | 15 | 10 | -2 | 14 | 4 | 11 | 13 | 5 | 9 |
| CC(C)c1nc(N2CCCC2)c(C#N)c2c1CCCC2 | 3 | -3 | -6 | 6 | 7 | 12 | 6 | 3 | 10 |
| O=C(CSc1nnnn1C1CCCCC1)NCc1ccco1 | 6 | -11 | 5 | -13 | 6 | -9 | 7 | -1 | 12 |
| CCn1cc(C(=O)O)c(=O)c2ccc(C)nc21 | 3 | 5 | 2 | 3 | -2 | 2 | 8 | -1 | 0 |
| C=CCn1c(SCCC(=O)O)nc2c1c(=O)n(C)c(=O)n2C | -8 | 9 | -4 | -27 | -6 | -2 | 5 | -5 | -3 |
| C=CCn1cc(C(=O)NCc2ccco2)c(=O)c2cc(S(=O)(=O)N3CCCCCC3)ccc21 | 4 | 7 | -1 | 2 | 5 | 12 | 8 | 0 | 8 |
| Cc1c(NC(=O)c2cc(-c3ccccc3)on2)c(=O)n(-c2ccccc2)n1C | -16 | 0 | 5 | -23 | -1 | 8 | 6 | 16 | -3 |
| C=CCn1c(Cc2cccs2)nnc1SCC(=O)Nc1ccc(OC)c(OC)c1 | 4 | -2 | 2 | 17 | 6 | 16 | 9 | 11 | 10 |
| CC(=O)C1=C(O)C(=O)N(C2CCCCC2)C1c1ccccc1 (centres undefined) | 6 | -3 | 0 | 4 | 4 | 3 | 9 | -26 | 8 |
| COc1ccc(Cl)cc1NC(=O)N1CCN(S(C)(=O)=O)CC1 | 0 | -3 | 0 | 7 | 5 | 2 | 13 | 11 | 0 |
| CCOc1cc(-c2noc(CCC(=O)Nc3cccnc3)n2)ccc1OC | 0 | -10 | -4 | -3 | 1 | -4 | 6 | 8 | 1 |
| O=C(NCc1cccs1)C1CCCN(S(=O)(=O)c2cnc[nH]2)C1 (centres undefined) | -3 | / | 0 | -13 | -1 | -7 | 5 | 9 | 5 |
| CCc1nc2ccccc2n1Cc1ccccc1OC | 5 | 17 | 5 | -9 | 6 | -2 | 5 | -7 | -2 |
| CCCCn1c(SCC(=O)NCc2ccccc2)nc2ccc(N3CCOCC3)cc2c1=O | -12 | -34 | / | -7 | / | 8 | -4 | 13 | -3 |
| COc1ccc(CNC(=O)COC(=O)c2n[nH]c3ccccc23)cc1OC | 1 | 2 | 14 | 8 | 7 | 7 | -1 | 15 | 8 |
| Nc1nc(SCC(=O)NCc2ccco2)[nH]c(=O)c1-c1ccccc1 | 4 | / | 5 | -1 | 5 | 0 | -4 | 7 | 8 |
| Cc1ccc(C(=O)NCc2ccco2)cc1S(=O)(=O)N1CCCCC1 | 2 | 7 | / | -34 | / | -13 | -2 | -1 | 4 |
| COc1ccc(N2CCN(CC(=O)Nc3nc4c(s3)CC(C)CC4)CC2)cc1 (centres undefined) | 1 | 7 | 1 | -26 | 6 | 24 | -5 | -4 | 8 |
| COc1ccc(S(=O)(=O)Nc2ccc(C(F)(F)F)cc2)cc1OC | 8 | 28 | 5 | 11 | 5 | 11 | 3 | 2 | 12 |
| COc1cccc(/C(O)=C2/C(=O)C(=O)N(CCN(C)C)C2c2ccccn2)c1 (centres undefined) | -9 | 25 | -4 | 4 | 4 | -2 | 0 | -3 | 6 |
| CCOC(=O)C1CCN(C(=O)c2sc3nc(-c4ccc(F)cc4)cn3c2C)CC1 | 5 | 12 | -4 | 0 | -5 | -2 | 2 | 12 | -6 |
| COc1cccc(NC(=O)C2CCCN2C(=O)Nc2ccccc2F)c1 (centres undefined) | 16 | 9 | 1 | 11 | -2 | 8 | 3 | -4 | -6 |
| O=C(Nc1ccncc1)Nc1ccccn1 | -16 | / | / | -84 | / | 15 | 3 | -1 | 17 |
| CCCSc1nnc(NC(=O)c2sc3nc(-c4cccs4)ccc3c2N)s1 | -6 | -46 | -3 | -5 | -4 | -3 | 13 | 22 | -6 |
| Cc1nc(N2CCN(c3ccccc3)CC2)[nH]c(=O)c1Cc1cccc2ccccc12 | 5 | 29 | -2 | -17 | 9 | 9 | 9 | 2 | 4 |
| O=C(NCc1cccnc1)c1cccc(S(=O)(=O)N2CCCCC2)c1 | 6 | -8 | -2 | -12 | 7 | 8 | 9 | -10 | 6 |
| Clc1ccc(Cn2nnc(-c3ccc(N4CCOCC4)cc3)n2)cc1 | -7 | 9 | -3 | -6 | -1 | 1 | 2 | 19 | 9 |
| CCc1ccc(NC2=NCC(=O)N2c2ccc3c(c2)OCCO3)cc1 | 9 | 7 | -6 | 13 | 0 | 10 | 12 | -2 | 0 |
| Cc1ccc(Cn2c(Sc3nccc(C)n3)nc3c2c(=O)[nH]c(=O)n3C)cc1 | 0 | / | / | -5 | / | 1 | 1 | 1 | 9 |
| CCc1ccc(NC(=O)c2ccc3c(c2)C(=O)N(Cc2ccco2)C3=O)cc1 | -8 | -8 | -3 | -28 | 0 | 43 | 0 | -18 | -8 |
| CCCOc1ccccc1NC(=O)c1ccc(N)cc1 | 3 | 6 | 2 | 19 | 8 | 10 | 7 | 7 | 8 |
| COc1ccc(C(C)N2CC34C=CC(O3)C(C(=O)OCC(C)C)C4C2=O)cc1 (centres undefined) | 0 | 12 | -3 | 6 | -2 | -1 | 10 | 0 | 4 |
| Cn1c(SCC(=O)N2c3ccccc3Sc3ccc(Cl)cc32)nnc1-c1ccco1 | 3 | 2 | 3 | 1 | 6 | -3 | 5 | -5 | 4 |
| Cc1onc(-c2ccccc2Cl)c1C(=O)NCC(=O)O | -5 | -5 | 9 | -2 | 6 | 2 | -5 | 7 | 9 |
| O=C(Nc1ccc2c(c1)nc1n2CCSC1)c1ccco1 | 11 | -1 | -1 | 3 | -5 | -9 | 4 | -4 | 4 |
| CCCn1c(SCc2ccc(Cl)cc2)nc2c1c(=O)[nH]c(=O)n2C | 4 | -2 | 8 | -6 | 6 | 8 | 13 | 3 | 9 |
| CC(C)CCOc1ccc(Cl)cc1CN1CCOCC1 | 2 | 1 | 2 | -14 | -1 | 0 | 6 | 12 | -11 |
| COc1ccc2c(c1)c(C(=O)OCCN(C)C)c(C)n2C | -17 | -1 | 3 | -102 | -3 | -19 | -13 | -18 | 4 |
| Cn1ccnc1SCc1cn2cc(Br)ccc2n1 | 5 | 21 | / | 12 | / | 12 | 6 | 17 | 8 |
| Cc1cccc(Cn2c(N(C)Cc3ccccc3)nc3c2c(=O)[nH]c(=O)n3C)c1 | 12 | / | 3 | 52 | 4 | 48 | 51 | -1 | 6 |
| CC(=O)c1ccc(N2CCN(C(=O)C3(S(=O)(=O)c4ccc(Cl)cc4)CC3)CC2)cc1 | 5 | 4 | 0 | 16 | 6 | 14 | 11 | 9 | 7 |
| CCCCc1c(O)nc(SCC(=O)c2ccccc2)[nH]c1=O | -13 | 4 | -6 | 0 | -1 | 8 | -2 | 4 | 8 |
| N#Cc1ccccc1NC(=O)c1ccccc1OCC(=O)Nc1ccc2c(c1)oc1ccccc12 | 30 | -5 | 0 | 1 | -6 | -2 | 9 | -2 | -4 |
| CCOC(=O)C1CCCN(C(=O)c2sc3nc(-c4ccc(OC)cc4)cn3c2C)C1 (centres undefined) | 9 | 9 | 1 | 2 | 5 | 1 | 0 | 7 | 10 |
| CCOc1ccc(NC(=O)C2CCCN(S(=O)(=O)c3c(C)n[nH]c3C)C2)cc1 (centres undefined) | -12 | 15 | -4 | -3 | 6 | 10 | 2 | 3 | 4 |
| COc1ccc(CCn2c(N3CCN(Cc4ccccc4)CC3)nc3c2c(=O)[nH]c(=O)n3C)cc1 | 0 | 26 | 1 | 8 | 7 | 7 | 2 | 2 | 10 |
| CCn1c(=O)c(C(=O)NCCNCCO)c(O)c2ccccc21 | 8 | 14 | -4 | 9 | 4 | 11 | 8 | -2 | 11 |
| CCNC(=O)NC(=O)C(C)SCc1ccccc1C (centres undefined) | 5 | 6 | -8 | -21 | 3 | -6 | -1 | 9 | 5 |
| COc1ccccc1NC(=O)NCC(=O)Nc1ccc(F)c(F)c1 | 7 | 4 | 4 | 13 | 4 | 10 | 3 | 2 | 6 |
| Cc1sc(NC(=O)c2ccccc2)c(C(=O)N2CCN(C)CC2)c1C | 12 | 17 | / | -32 | / | -15 | -2 | 12 | 0 |
| Nc1cc(C(=O)N2CCCC2)cc(C(=O)N2CCCC2)c1 | 2 | 6 | -4 | 7 | 7 | 7 | 7 | 2 | 10 |
| COc1cccc(C(=O)OCc2ccccc2C#N)c1O | -16 | -3 | -10 | 4 | 1 | 11 | 3 | 0 | 3 |

Some of the entries so far, with the structure last:
FXIIa mix inh | CatL block | JNK3 blocker | C1s inh | ROCK2 inh | CatG inh | FXIa inh mix | CatS inh | PKA kinase inh | Molecule
-13 | 4 | -6 | 0 | -1 | 8 | -2 | 4 | 8 | CCCCc1c(O)nc(SCC(=O)c2ccccc2)[nH]c1=O
30 | -5 | 0 | 1 | -6 | -2 | 9 | -2 | -4 | N#Cc1ccccc1NC(=O)c1ccccc1OCC(=O)Nc1ccc2c(c1)oc1ccccc12
9 | 9 | 1 | 2 | 5 | 1 | 0 | 7 | 10 | CCOC(=O)C1CCCN(C(=O)c2sc3nc(-c4ccc(OC)cc4)cn3c2C)C1 (centres undefined)
-12 | 15 | -4 | -3 | 6 | 10 | 2 | 3 | 4 | CCOc1ccc(NC(=O)C2CCCN(S(=O)(=O)c3c(C)n[nH]c3C)C2)cc1 (centres undefined)
0 | 26 | 1 | 8 | 7 | 7 | 2 | 2 | 10 | COc1ccc(CCn2c(N3CCN(Cc4ccccc4)CC3)nc3c2c(=O)[nH]c(=O)n3C)cc1
8 | 14 | -4 | 9 | 4 | 11 | 8 | -2 | 11 | CCn1c(=O)c(C(=O)NCCNCCO)c(O)c2ccccc21
5 | 6 | -8 | -21 | 3 | -6 | -1 | 9 | 5 | CCNC(=O)NC(=O)C(C)SCc1ccccc1C (centres undefined)
7 | 4 | 4 | 13 | 4 | 10 | 3 | 2 | 6 | COc1ccccc1NC(=O)NCC(=O)Nc1ccc(F)c(F)c1
12 | 17 | / | -32 | / | -15 | -2 | 12 | 0 | Cc1sc(NC(=O)c2ccccc2)c(C(=O)N2CCN(C)CC2)c1C
2 | 6 | -4 | 7 | 7 | 7 | 7 | 2 | 10 | Nc1cc(C(=O)N2CCCC2)cc(C(=O)N2CCCC2)c1
-16 | -3 | -10 | 4 | 1 | 11 | 3 | 0 | 3 | COc1cccc(C(=O)OCc2ccccc2C#N)c1O

Assay outcomes: PubChem, several laboratories
